D3 antag: blocks the human D3 dopamine receptor; max response, negative = inhibition, %; hit rate 2.5% among 360,000; D3R cells, DiscoveRx beta-arrestin luminescence, antagonist mode; stronger effect = lower value; P35462; in the data active means max response below about -50%; inconclusive means no clear call, values can overlap the other calls; further: on the % scale 0 is the no-effect control and ±100 the full control effect; mostly tested at two doses, the higher about 12 µM
Target sequence (P35462 whole entry, looked up): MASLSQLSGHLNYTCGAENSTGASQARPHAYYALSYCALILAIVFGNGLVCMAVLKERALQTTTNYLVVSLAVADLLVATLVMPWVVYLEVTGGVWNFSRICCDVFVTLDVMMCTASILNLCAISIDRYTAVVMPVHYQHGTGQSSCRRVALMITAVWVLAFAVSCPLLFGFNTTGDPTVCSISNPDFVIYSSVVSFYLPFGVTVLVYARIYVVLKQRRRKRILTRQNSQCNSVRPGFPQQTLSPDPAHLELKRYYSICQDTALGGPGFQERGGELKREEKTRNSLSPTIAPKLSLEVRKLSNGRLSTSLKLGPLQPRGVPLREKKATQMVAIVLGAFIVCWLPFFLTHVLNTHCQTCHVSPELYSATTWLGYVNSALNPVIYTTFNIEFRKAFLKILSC
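Cells plated overnight at 1500 cells/well, then exposed to library compounds with dopamine controls for 90 minutes at 37 degrees C. DiscoveRx reagent added for 30–60 minutes at room temperature; luminescence read, quantitative HTS format.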
GLP1R ag: agonists of human GLP-1 receptor; P43220; HEK293 GLP-1R CRE-luciferase, luminescence, 4-6 h; cells express a hypersensitive GLP-1R form; Potency, µM (titrated, usually from 45.6 µM), inactives show at the highest dose activation, actives largely listed as activators; hit rate 0.007% among 380,000; further: potency means the concentration at half of the fitted maximal effect; % of control where 0% means no effect
D3 ag: activates the human D3 dopamine receptor | D3R DiscoveRx beta-arrestin cells, luminescence, 90 min | max activation, % | hit rate 0.58% among 410,000 | AID 652048; in the data active means max activation above about 30%; further: 0% is about no effect; mostly tested at two doses, the higher about 12 µM
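Agonist-mode cell screen: cells plated at 1500/well and incubated overnight at 37 °C, then exposed to library compounds for 90 min at 37 °C. Detection reagent was added for 30–60 min at room temperature, and luminescence was read.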
HEK293 tox: cytotoxicity in counter-screen for GLP-1R inverse agonists. Potency, µM (series often up to 38.3 µM), inactives show at the top dose activity change, negative = inhibition, usual class: inhibitors. hit rate 0.13% among 410,000. HEK293 cAMP-luciferase reporter cells, luminescence, 24 h. AID 624418;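 further: loss of luciferase light is scored as toxicity; potency means the concentration at half of the fitted maximal effect; on the % scale 0 is the no-effect control and ±100 the full control effect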
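Step one: seed cells (200 cells/uL, DMEM with 10% Nu serum, 1% pen-strep). Step two: 12-hour incubation at 37 deg C. Step three: pin 23 nL compound, incubate 24 hr. Step four: add luciferase reagent, read luminescence 12 min later.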
GLP1R inv ag: acts as inverse agonist at human GLP-1 receptor | P43220 | HEK293 GLP-1R CRE-luciferase, luminescence, 24 h; GLP-1R form is constitutively active | Potency, µM (highest dose often 38.3 µM), without a hit: top-dose activity change, negative = inhibition, hits mostly inhibitors | hit rate 1.6% among 410,000 | AID 624417; further: potency means the concentration at half of the fitted maximal effect; on the % scale 0 is the no-effect control and ±100 the full control effect; nearly all actives have a fitted effect of over 55% in size
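qHTS in 1536-well format: reporter HEK293 cells expressing constitutive GLP-1R activity in DMEM + 10% Nu serum, 24 hr with compounds at 37 deg C, luminescence read after 12 min with detection reagent.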
PI5P4Ka inh: PI5P4K alpha (human) kinase inhibition | P48426 | max response, % | PI5P4Kalpha enzyme, ADP-Glo luminescence, 60 min; stronger effect = lower value | hit rate 1.2% among 330,000; active means max response of -50% or lower; inconclusive means between -30% and -50%; inactive means -30% or higher; further: value at the top dose of about 77 µM; on the % scale 0 is the no-effect control and ±100 the full control effect
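Controls without substrate or without enzyme flank wells where PI5P4Kalpha converts substrate using 5 microM ATP (final). Incubation lasts 60 minutes at room temperature; ADP formed is read by ADP-Glo luminescence.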
IL-2 act: IL-2 activation | IL-2 activation reporter assay, cell-based qHTS; stimulated with anti-CD3/CD4/CD28 beads; in transgenic mouse T cells | activation, % (series mostly up to about 46 µM) | hit rate 0.065% among 360,000; in the data active means activation above about 50%; inconclusive means mostly about 30% to 49%; further: 0% is about no effect
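Screening format: compound pinned onto unstimulated transgenic mouse T cells, 60 min incubation, then anti-CD3/anti-CD4/anti-CD28 bead stimulation for 18 hours at 37 degrees C, followed by EGFP and DsRed detection.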
PLK1 PBD inh: blocks phosphopeptide binding to human PLK1 polo-box domain; Plk1 PBD binding of FITC phosphopeptide, fluorescence polarization; Potency, µM, for the others: max response, negative = inhibition, most hits filed as inhibitors; hit rate 2.8% among 360,000; further: potency means the concentration at half of the fitted maximal effect; series mostly up to about 57 µM; on the % scale 0 is the no-effect control and ±100 the full control effect; nearly all actives have a fitted effect of over 65% in size
Target sequence (P53350 whole entry, looked up, the tested form may be a part): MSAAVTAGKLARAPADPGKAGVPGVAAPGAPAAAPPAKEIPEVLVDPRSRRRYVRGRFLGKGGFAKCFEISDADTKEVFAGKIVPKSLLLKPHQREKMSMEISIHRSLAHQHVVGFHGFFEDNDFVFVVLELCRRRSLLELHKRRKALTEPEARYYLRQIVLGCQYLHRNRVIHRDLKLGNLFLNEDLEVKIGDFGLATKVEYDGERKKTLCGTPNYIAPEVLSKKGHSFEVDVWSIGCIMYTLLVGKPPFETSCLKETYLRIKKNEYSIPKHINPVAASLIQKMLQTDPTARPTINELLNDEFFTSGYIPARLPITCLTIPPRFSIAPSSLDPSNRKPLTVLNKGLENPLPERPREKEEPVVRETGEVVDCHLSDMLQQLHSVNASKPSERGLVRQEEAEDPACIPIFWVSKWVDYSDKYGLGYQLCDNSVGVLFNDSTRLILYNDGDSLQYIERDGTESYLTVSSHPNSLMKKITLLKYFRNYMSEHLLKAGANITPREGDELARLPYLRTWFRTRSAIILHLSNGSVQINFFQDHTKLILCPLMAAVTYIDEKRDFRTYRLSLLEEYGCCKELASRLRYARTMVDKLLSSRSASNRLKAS
WRN inhibitor: blocks human WRN helicase. hit rate 0.46% among 360,000. WRN helicase unwinding, fluorescent forked duplex, kinetic. Potency, µM (titrated, usually from 114 µM), inactives show top-dose activity change, negative = inhibition, actives largely listed as inhibitors. Q14191; further: potency means the concentration at half of the fitted maximal effect; on the % scale 0 is the no-effect control and ±100 the full control effect; nearly all actives have a fitted effect of over 55% in size
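Enzyme (20 nM final) and test compound sit together 15 min at room temperature before substrate addition. Substrate is a single-forked duplex oligonucleotide (100 nM) labelled with fluorophore and quencher, with 2 mM ATP; helicase unwinding raises red fluorescence, read kinetically.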
* hit, by the source's call; ? = inconclusive; · = no result given; [ ] = remark or other dose. Unless noted, the call rests on the fitted dose curve; in most records, active means well fitted curve in the direction sought with a large enough effect; inconclusive means small, poorly fitted or top-dose-only effect, or another doubt; inactive means no such curve, though single readings can be large; an effect the other way counts as inactive or inconclusive.

SMILES	D3 antag	GLP1R ag	D3 ag	HEK293 tox	GLP1R inv ag	PI5P4Ka inh	IL-2 act	PLK1 PBD inh	WRN inhibitor
O=C(/C=C/c1ccc2c(c1)OCO2)c1ccccn1	9	13%	-6	-1%	-9%	-25	-2.6	-3%	-5%
COc1ccc(C(=O)Oc2ccc3oc(=O)sc3c2)cc1	-52*	-10%	3	-13%	0%	-7	-3.6	-24%	3%
CO/N=C(\CS(=O)(=O)Cc1ccc(OC)cc1)c1ccc(Cl)cc1	-24	-3%	-13	-3%	-4%	·	-0.6	-5%	6%
CCCCCCCCN1C(=O)[C@H](CC(=O)N2CCN(C(=O)OCC)CC2)C[C@@]2(C(=O)OCC)CCCC=C12	0	11%	3	-11%	?	11	-0.6	1%	4%
O=C(NCC1CCCO1)C(c1ccc(F)cc1)N(Cc1ccc(F)cc1)C(=O)Cn1nnc(-c2cccs2)n1 (stereo not drawn)	-12	-8%	-4	2%	-1%	0	-3.3	-8%	0%
O=C(c1cccc(Cl)c1)N1CCC(=O)N([C@H](COCc2cccc(Cl)c2)Cc2ccccc2)CC1	2	2%	-3	-25%	?	15	-0.7	-8%	-8%
O=C(N/C(=C/c1cccnc1)C(=O)N1CCCCCC1)c1cccc(Br)c1	4	-1%	1	-5%	?	-5	-0.1	-3%	-12%
C(=NCCCN1CCOCC1)c1ccc2c(c1)OCO2	-5	-12%	4	11%	1%	·	-0.1	-7%	0%
CCn1cc(C(=O)NCC(C)C)c(=O)c2cc(F)c(N3CCN(C)CC3)cc21	-6	0%	0	1%	?	13	-0.7	-1%	-16%
COc1cc(CNC(=O)c2cc(-c3cc(F)ccc3OCC3CCCO3)n[nH]2)cc(OC)c1 (stereo not drawn)	13	19%	9	4%	14%	-4	-0.3	-4%	-1%
O=C(O)C1CCN(C(=O)COc2ccc(Br)cc2)CC1	?	5%	-7	-15%	13%	-3	-1.2	-12%	3%
CCOc1ccc(N=C/C=C/c2ccccc2)c(O)c1	-20	4%	6	13%	31%[activator]	-21	0.5	?	-10%
CCCCCCCCN1C(=O)[C@H](CC(=O)NCC2CCCCC2)C[C@@]2(C(=O)OCC)CCC=C12	6	·	-2	-5%	?	0	-0.7	-7%	-11%
CC(=O)NC(C)(c1ccccc1)c1nc(-c2cc(F)cc(F)c2)cs1 (stereo not drawn)	-12	2%	4	-7%	20%	6	0.9	-8%	-4%
O=C(CNS(=O)(=O)c1ccc(Cl)cc1)OCC(=O)N1CCCc2ccccc21	5	-24%	1	-7%	-2%	4	1.3	-1%	-31%[57.1 µM]
CCOc1ccc(-n2c(COc3ccccc3)nnc2SCC(N)=O)cc1	20	11%	2	-8%	2%	·	0.1	-3%	5%
CCOCC(=O)Nc1c(C(=O)Nc2ccccc2OC)oc2ccccc12	46	-4%	-10	-11%	5%	·	2.1	-7%	3%
Cn1cc(C=CC(=O)O)c2nccnc21	19	1%	-2	10%	4%	1	-0.4	-3%	-4%
CC(=O)Nc1cccc(C(=O)NNC(=O)c2n[nH]c(=O)c3ccccc23)c1	1	1%	4	0%	11%	-15	-4.4	-9%	1%
Fc1ccc2cc(CCO[C@H]3CCCCO3)ncc2c1	-12	-4%	-37	9%	?	0	-0.1	-11%	6%
N/C(=N\OC(=O)c1ccc(F)cc1)c1ccccc1	15	2%	1	2%	16%	-6	0.8	4%	3%
Cc1nn(-c2ccc([N+](=O)[O-])cc2)c2c1C(c1ccc(OC(F)F)cc1)N1C(=N2)C(=O)Nc2ccccc21 (stereo not drawn)	2	6%	11	-10%	?	-5	-1.7	-1%	-5%
COc1ccccc1C(=O)Nc1nnc(-c2ccc(Cl)cc2)o1	-22	-1%	-11	-5%	14%	1	0.3	-1%	-7%
Cc1ccc(NC(=O)CNC(=O)c2ccco2)nc1	-2	4%	1	-23%	-15%	-2	2.9	-4%	7%
O=C(CO/N=C/c1ccccc1)Nc1c(F)c(F)c(F)c(F)c1F	5	12%	3	8%	-11%	4	-3.6	-16%	-10%
CCCCNC(=O)/C(C#N)=C/c1ccc(F)cc1F	-19	5%	2	1%	-10%	1	3.4	-15%	-10%
CCOc1ccc(NC(=O)CN2C(=O)COc3ccc(S(=O)(=O)Nc4ccccc4)cc32)cc1	·	1%	-6	-7%	-16%	·	·	·	·
COc1cccc(C2C(C#N)=C(N)SC(c3ccccc3)C2[N+](=O)[O-])c1 (stereo not drawn)	10	1%	1	6%	?	1	-0.4	-7%	-1%
COc1ccccc1-c1c(C)nn2c(N3CCCCCC3)cc(C)nc12	11	-1%	6	-20%	?	3	-4.9	2%	3%
O=C(NC1CCSc2ccccc21)c1ccc(C(F)(F)F)cc1 (stereo not drawn)	4	13%	-6	-5%	-15%	1	-3.4	-11%	-32%

Single values from the list:
Under HEK293 tox, COc1ccccc1-c1c(C)nn2c(N3CCCCCC3)cc(C)nc12 reads -20%
Under GLP1R ag, CCOCC(=O)Nc1c(C(=O)Nc2ccccc2OC)oc2ccccc12 reads -4%

Continued:
SMILES	D3 antag	GLP1R ag	D3 ag	HEK293 tox	GLP1R inv ag	PI5P4Ka inh	IL-2 act	PLK1 PBD inh	WRN inhibitor
Cc1nc(SC(C)C(=O)NC2CCCCC2C)c2c(C)c(C)sc2n1 (stereo not drawn)	10	-2%	9	-17%	5%	3	-2.0	1%	0%
CCOC(=O)c1ccc(NC(=O)CCc2c(C)nc3c(c(C)nn3C(C)(C)C)c2C)cc1	·	-6%	21	-22%	7.9µM*	·	·	·	·
COc1ccccc1CC(=O)NCCc1c[nH]c2ccccc12	-14	11%	-4	4%	-24%	2	-0.5	-11%	7%
O=C1CC(C(=O)N2CCN(c3ccccc3O)CC2)CN1Cc1ccccc1 (stereo not drawn)	?	-11%	-4	15%	-7%	2	1.9	-5%	-17%
CC(c1ccccc1)n1cc(C(=O)NCCN2CCOCC2)nn1 (stereo not drawn)	0	-9%	-2	-14%	0%	-10	-0.5	-12%	12%
Cn1cc(Cl)c(-c2n[nH]c(=S)n2-c2ccccc2)n1	-12	0%	-7	-22%	1%	-3	-2.9	2%	1%
COc1ccc(NC(=O)C2(C)Cc3c(-c4ccc(N(C)C)cc4)ccnc3O2)cn1 (stereo not drawn)	27	10%	-1	-29%	?	6	-0.3	-2%	-11%
CCC(CC)NC(=O)CO/N=C/c1ccc(Cl)cc1Cl	-24	6%	-6	6%	?	9	-1.8	-1%	-1%[57.1 µM]
COc1ccc(C(=O)Nc2ccc([N+](=O)[O-])cn2)cc1OC	5	-12%	1	-13%	5%	?	-1.3	1%	-19%[57.1 µM]
C=CCOc1ccc(C(c2c(C(=O)O)[nH]c3ccccc23)c2c(C(=O)O)[nH]c3ccccc23)cc1	-9	-2%	2	0%	19%	?	-0.9	8.4µM*	?
COc1ccccc1C(=O)NNC(=O)c1ccc(Br)o1	-15	6%	-5	-3%	12%	3	2.4	4%	3%
O=C(c1ccc(N2CCN(C(=O)c3ccc(F)c(F)c3)CC2)cc1)c1cccc(F)c1	14	-3%	6	-4%	?	-2	-3.5	2%	-1%
COCc1cc(=O)n2[nH]c(C(C)(C)C)cc2n1	-9	10%	-6	0%	2%	-10	-0.6	-9%	7%
O=C(NCc1ccco1)c1ccccc1NS(=O)(=O)c1ccc(Cl)s1	?	-4%	1	-8%	?	-16	-2.0	?	-22%
O=C(Nc1cccc(Cl)c1)N1N=CCC1c1ccccc1 (stereo not drawn)	-1	9%	-2	-22%	?	5	1.6	-3%	-6%
COc1cc(OC)cc(-c2nc3ccccc3c(=O)n2OC(=O)c2ccc(C)c(C)c2)c1	109	0%	30*	-10%	?	-1	1.0	-7%	-5%
Cc1cccc(NC(=O)COc2cccc3c2CCN(C)C3=O)c1	36	-5%	1	-1%[0.307 µM]	2%[0.307 µM]	8	-0.5	-6%	-6%
CN(C)CCCNC(=O)CC(c1ccccc1)c1ccccc1O (stereo not drawn)	18	-4%	-5	-6%	-12%	1	-0.9	-2%	-21%[57.1 µM]
CCC1CCCCN1C(=O)CCS(=O)(=O)c1cc2c(cc1C)NC(=O)CO2 (stereo not drawn)	·	-5%	6	-4%	10%	·	·	·	·
Cc1ccc(NC(=O)CCCNC(=O)c2ccc(Cl)cc2)c(O)c1	6	3%	-7	-10%	1%	9	-3.7	6%	2%
O=C(Nc1cc(S(=O)(=O)N2CCOCC2)ccc1N1CCCC1)c1cccnc1Cl	16	-2%	-9	12%	21%	5	-0.5	-9%	-4%
O=C(NC(=S)NNC(=O)[C@H]1C[C@@H]1c1ccccc1)c1ccc(F)cc1	59	-3%	4	-1%	-12%	-20	4.4	-10%	-2%
CC(C)[C@H](NC(=O)c1ccccc1)C(=O)N1CCc2ccccc21	2	4%	-10	-1%	?	-2	1.1	6%	-6%
O=C(Cc1ccc([N+](=O)[O-])cc1)N/N=C/c1ccc([N+](=O)[O-])o1	-22	11%	-3	-25%	-7%	-19	0.3	-10%	-9%
CC(=O)Nc1ccc(S(=O)(=O)Nc2nc3ccccc3nc2-n2ccc(=NC(=O)c3ccc(F)cc3)cc2)cc1	-5	0%	3	30%	11%	2	1.2	4%	-9%
N=c1ccn2c(n1)O[C@H]1[C@@H](CO)[C@H](O)O[C@H]12	-9	6%	-6	3%	0%	7	0.4	-10%	6%
C=CCOc1ccc(Br)cc1/C=C1\NC(=S)N(C(C)=O)C1=O	-9	-1%	-2	2%	12%	-8	2.9	-18%	6%
Fc1ccc(CSc2ncnc3ccccc23)cc1	7	1%	5	-3%[0.307 µM]	-6%[0.307 µM]	3	0.6	27µM*	-10%
Cc1cc2nc(C3CCN(C(=S)NCCCOC(C)C)CC3)[nH]c2cc1C	1	10%	-2	-6%	-25%	-3	-0.1	7%	-2%
CCN(CC)S(=O)(=O)c1cc(F)ccc1OC	-27	-7%	3	-14%	11%	2	-0.8	0%	4%
